High-throughput results from PubChem BioAssay.
M4 PAM = human M4 muscarinic receptor positive allosteric modulators, primary screen, CHO-K1 cells, Fluo-8 calcium fluorescence; CHO-K1 hM4/Gqi5, ACh EC20; 0% = ACh EC20, 100% = maximal ACh; activation, % at 3 µM; 360,000 tested, 0.4% active; AID 624126, 2012;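 active = activation above its plate's cutoff, the mean activation of sample wells plus 3 SD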; also: some results filed as inactive read as strong as hits
CRFBP-R2 block = antagonists of CRF-BP/CRF-R2 complex, primary screen, cell-based, HEK293, calcium dye fluorescence, uHTS | CRF-induced calcium fluorescence | inhibition, % at 11.8 µM | 350,000 tested, 0.59% active;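 active = inhibition of the ligand-induced calcium signal above about 50% at the single tested concentration, limit read from the data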
M1 PAM parental = nonselective calcium activators in parental CHO-K1 cells, primary screen, counter-screen for M1 PAM project, cell-based, Fluo-8 calcium fluorescence, full deck, 1536-well. 360,000 tested, 0.02% active. ATP EC20; 0% at ATP EC20, 100% at ATP max. AID 602247, 2012. activation, % at 3 µM;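 active = activation above the run cutoff, the mean activation of all test compounds plus 3 SD, cut at about 40% in these data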;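 also: peak over basal fluorescence ratio in a 140 s read after ATP addition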
TAAR1 antag = human TAAR1 antagonists, primary screen, Fluo-8 calcium fluorescence, CHO RD-HGA16 cells; Trace amine-associated receptor 1 (Homo sapiens), Q96RJ0; antagonist; inhibition, % at 3 µM; 360,000 tested, 1.5% active; AID 624466, 2012;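 active = inhibition above a per-plate cutoff, the mean inhibition of test compounds on that plate plus 3 SD, cut at about 49% in these data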;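 also: 0% = DMSO plus EC80 beta-PEA response and 100% = DMSO alone without agonist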
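Test system: RD-HGA16 CHO cells with stable hTAAR1 and Gα16 / Probe or stimulus: EC80 β-phenethylamine stimulus / Times: seeding 17-24 h prior, 75-min 37 °C, 30-min RT dye loading / Detection: Fluo-8 calcium-sensitive fluorescence / Read-out basis: % inhibition scaled between DMSO and EC80 PEA controls / Repeats: singlicate, one well per test compound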
CRFR2-BP ag = agonists of CRF-BP/CRF-R2 complex, primary screen, cell-based, HEK293, calcium dye fluorescence, uHTS; CRF-binding protein / CRF receptor 2 complex (human); calcium dye fluorescence (FLIPR); percent of saturating CRF peptide response; activation, % at 13.2 µM; 350,000 tested, 0.46% active; AID 588473, 2011;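 active = activation of at least 50%, plus an integration ratio under a set limit after plate pattern correction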;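 also: plate controls were neutral control wells without compound for no effect and CRF at EC100 for full effect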
CHRM5 agonist = human M5 muscarinic receptor agonists, primary screen, CHO-K1 cells, Fluo-8 calcium fluorescence. 360,000 tested, 0.19% active. Muscarinic acetylcholine receptor M5 (Homo sapiens), P08912. CHO-K1 hM5 cells; 0% DMSO wells, 100% maximal acetylcholine response. AID 624037, 2012. activation, % at 3 µM;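 active = activation above the run's mean over test compounds plus 3 SD, cut at about 23% in these data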;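 also: signal is peak over basal fluorescence ratio across the kinetic read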
TAAR1 agonist = human TAAR1 agonists, primary screen, Fluo-8 calcium fluorescence, CHO RD-HGA16 cells; Trace amine-associated receptor 1 (Homo sapiens), Q96RJ0; vehicle wells 0%, saturating PEA agonist 100%; activation, % at 3 µM; 360,000 tested, 0.99% active; AID 624467, 2012;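 active = activation above the mean activation of all test compounds in the run plus 3 SD, cut at about 38% in these data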
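Repeats: no replicates (n 1) | Material: CHO-derived RD-HGA16 cells with stable Gα16 and human TAAR1 | Technique: Kinetic Fluo-8 calcium fluorescence | Schedule: 17-24 h seeding, 75 min 37 °C dye, 30 min RT | Evaluation: % activation from peak over basal fluorescence ratio, DMSO-to-PEA scaled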
CHRM5 PAM = human M5 muscarinic receptor positive allosteric modulators, primary screen, CHO-K1 cells, Fluo-8 calcium fluorescence; Muscarinic acetylcholine receptor M5 (Homo sapiens), P08912; CHO-K1 hM5, ACh EC20 PAM; 0% = ACh EC20, 100% = ACh EC100; activation, % at 3 µM; 360,000 tested, 0.3% active;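 active = activation above the run cutoff, the mean activation of all test compounds plus 3 SD, cut at about 18% in these data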
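system = human M5 receptor in CHO-K1 cells | compound = one concentration, 3 µM final (nominal) | schedule = Post-acetylcholine fluorescence recording 140 s | signal = Fluo-8 calcium dye fluorescence, kinetic read | benchmarks = low control EC20 acetylcholine (0%), high control EC100 acetylcholine (100%) | repeats = singlicate, one well per test compound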
CHRM5 antagonist = human M5 muscarinic receptor antagonists, primary screen, CHO cells, Fluo-8 calcium fluorescence; CHO-hM5 cells, ACh EC80; Muscarinic acetylcholine receptor M5 (Homo sapiens), P08912; inhibition, % at 3 µM; 360,000 tested, 0.59% active;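 active = inhibition above a per-plate cutoff, the mean of that plate's test compounds plus 3 SD, cut at about 27% in these data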;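 also: 0% = acetylcholine EC80 with DMSO and 100% = DMSO without agonist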
Active calls of the source: *; · = no result given.

SMILES	M4 PAM	CRFBP-R2 block	M1 PAM parental	TAAR1 antag	CRFR2-BP ag	CHRM5 agonist	TAAR1 agonist	CHRM5 PAM	CHRM5 antagonist
CCC1Oc2ccc(C)cc2N(CC(=O)N(Cc2ccncc2)Cc2ccco2)C1=O (stereo not drawn)	3	-13	0	17	-4.8	-2	12	-7	7
O=C1NC[C@@H](c2ccccc2)OC(=O)[C@@H](Cc2ccc(F)cc2)CC/C=C/C[C@H]1CC(=O)N(CCO)Cc1ccccc1	-8	-18	-1	59*	22	2	35	-19	9
CC(O)[C@H]1CNC(=O)C(=O)N1CCc1cc(C(F)(F)F)cc(C(F)(F)F)c1 (stereo partly drawn)	3	7	20	0	-0.9	-5	4	-17	42*
CCCNC(=O)c1ccccc1NC(=O)c1ccccc1N(C)S(=O)(=O)c1ccc(C)cc1	5	2	13	3	1.2	-4	10	-1	0
Cc1cc2c3c([nH]c2cc1S(=O)(=O)N1CCC2(CC1)OCCO2)CCCC3=O	-4	-13	-21	5	0.0	2	1	-8	22
CCOC(=O)C1CCCN(S(=O)(=O)c2ccc(Cl)nc2)C1 (stereo not drawn)	1	9	-3	-17	1.2	2	0	0	-9
COc1ccc2nc(NC(=O)Cc3ccc(OC)c(S(=O)(=O)N4CCOCC4)c3)sc2c1	-6	-12	-1	15	0.9	-3	27	-15	14
O=C1CCN(Cc2ccccc2)C=C1C(=O)c1ccccc1	-4	8	12	-10	-4.3	0	1	1	-5
N#CC1(c2cccc(Br)c2)C(=O)Nc2ccccc21 (stereo not drawn)	2	-9	-2	-2	1.1	3	23	0	7
CN1C=CC(=C[N+](=O)[O-])N(C)C1=O	-4	·	6	-25	·	-2	1	-4	3
CC1CC(CN)CC(CO)C1 (stereo not drawn)	4	-8	-4	-17	-0.6	-6	0	-2	7
Cc1ccc(S(=O)(=O)N(CC(=O)c2ccc(Cl)cc2)C(=O)N2CCN(C)CC2)cc1	0	4	-28	-25	1.1	-2	0	0	4
CC(=O)OC1CCC2(C)C(=CCC3C2CCC2(C)C3CC3ON=C(C)C32)C1 (stereo not drawn)	10	-9	-4	5	-1.2	5	-1	-1	9
COCCOC1CCN(C(=O)C2CCC(=O)N(CCc3ccc(OC)cc3)C2)CC1 (stereo not drawn)	0	18	-5	-7	4.7	-6	3	-8	21
O=C(CN1C(=O)c2ccccc2S1(=O)=O)Nc1cc(S(=O)(=O)N2CCCCC2)ccc1Cl	-5	-7	-11	-12	1.2	1	4	-7	3
CCC1(CC)Cc2ccccc2-c2nc(NCCCO)[nH]c(=O)c21	-1	-13	1	-20	-1.0	3	2	3	5
Nc1cc(-c2ccccc2)nn1S(=O)(=O)c1ccc(F)cc1	-4	11	11	1	-2.3	5	-3	-12	3
CCOc1nc(-c2ccccc2)ncc1Oc1ccccc1	-6	3	14	-20	-0.9	5	1	5	-5
COc1ccc(CN(CC(=O)NCc2ccc3c(c2)OCO3)C(=O)c2csnn2)cc1	-6	13	-21	-13	0.4	-2	0	0	2
Cc1cccc(Oc2cnn(C(C)(C)C)c(=O)c2Cl)c1	-1	-17	13	2	4.8	-1	13	-4	3
Cn1cc(S(=O)(=O)Nc2ccc(Cl)cc2Cl)c(=O)n(C)c1=O	11	0	2	-12	6.0	-1	3	-2	2
COc1ccc(CNC(=O)C2Cc3cc(S(=O)(=O)N4CCCC4)ccc3N2C(C)=O)c(OC)c1 (stereo not drawn)	5	8	5	-22	0.2	-2	4	2	-1
Cn1c(NCc2ccccc2)nc2c1c(=O)n(Cc1ccc(Br)cc1)c(=O)n2C	18	31	17	25	-1.4	-1	1	5	2
COc1ccc2ccccc2c1/C=N/Nc1cccc(C(=O)O)c1	4	-6	20	-13	-0.5	-2	0	2	1
N#CCCN/N=C(\Cc1nc2ccccc2[nH]1)c1ccccc1	-16	-15	4	21	3.2	1	3	-12	15

Some values from above:
`N#CCCN/N=C(\Cc1nc2ccccc2[nH]1)c1ccccc1` | M4 PAM = -16
`Cn1c(NCc2ccccc2)nc2c1c(=O)n(Cc1ccc(Br)cc1)c(=O)n2C` | CRFR2-BP ag = -1.4

More compounds follow.
SMILES	M4 PAM	CRFBP-R2 block	M1 PAM parental	TAAR1 antag	CRFR2-BP ag	CHRM5 agonist	TAAR1 agonist	CHRM5 PAM	CHRM5 antagonist
O=c1[nH]c2ccccc2nc1-c1ccc(Cl)cc1	2	-21	18	-12	2.1	-2	-1	-1	9
CCOC(=O)C1(Cc2cccc(OC)c2)CCCN(C(=O)CCc2cccnc2)C1 (stereo not drawn)	4	12	18	8	-6.1	-3	7	6	-2
CC(Nc1nc2ccccc2n2cnnc12)c1ccccc1 (stereo not drawn)	0	-21	13	-14	-0.6	4	1	4	6
CCOC(=O)N1CCC(NS(=O)(=O)c2cc(Br)cc3c2N(C(=O)CC)CC3)CC1	9	4	20	-10	-4.0	-6	3	8	-11
Cn1c(Cn2c(=O)sc3ccccc32)nnc1SCC(=O)NCc1ccco1	-3	-1	13	22	-2.4	0	-1	-3	2
Cc1ccc(S(=O)(=O)N2CCCC2C(=O)OCC(=O)Nc2ccc3c(c2)OCO3)cc1 (stereo not drawn)	-2	11	2	0	-0.3	-8	1	4	-5
COc1cc(Cl)c(S(=O)(=O)NCc2ccccn2)cc1Cl	3	16	13	0	-1.0	0	-2	7	-7
COC(=O)c1cccc(NC(=O)CCCOc2cccc(C)c2)c1	-2	12	26	-10	-1.9	-5	5	-2	-8
O=C(Cc1n[nH]c(=O)c2ccccc12)N1CCN(c2ccc(F)cc2)CC1	1	16	-2	-12	-1.1	0	9	-1	6
CCc1ccccc1NC(=O)C1CCCN(S(=O)(=O)c2ccc3c(c2)CC(C)N3C(C)=O)C1 (stereo not drawn)	4	-71	-1	7	-0.1	0	2	-2	6
COc1cc(C2CC(=O)N(c3ccc(C)cc3)C(=O)C2)cc(OC)c1OC	-14	2	8	-13	-1.6	5	4	-8	5
CCOC(=O)[C@H]1[C@H]2COc3ccc(Cl)cc3[C@@H]2N2C(=O)CN(Cc3ccc(F)cc3)C(=O)[C@@]12C	6	-2	-2	26	0.7	1	10	2	-1
CC1=C(C(=O)OCCOC(C)C)C(c2cc3c(cc2Br)OCO3)C2=C(CCCC2=O)N1 (stereo not drawn)	-1	-7	11	6	5.5	-4	9	0	-4
Nc1nc(CSC(=S)N2CCOCC2)nc(Nc2ccccc2)n1	19	-10	7	-1	0.2	-3	0	-4	-3
O=C(O)c1ccccc1C(=O)Nc1cc(-c2ccccc2)[nH]n1	0	2	4	-20	1.0	-1	3	3	6
COCCN(CC(=O)NCC1CCCO1)C(=O)CCC(=O)Nc1ccccn1 (stereo not drawn)	0	4	4	-1	-0.4	-3	3	4	3
CN(Cc1c(F)cccc1Cl)C(=O)c1cnc2ccccc2n1	0	2	22	-3	-0.9	0	4	-6	7
CCCCOC(=O)c1c(C)oc2ccc(NS(=O)(=O)c3ccc4c5c(cccc35)C(=O)N4)cc12	-7	-5	0	10	-7.0	1	9	-14	7
COc1ccc(-c2sc3cc(OC)c(OC)cc3c2C#CCO)cc1	-5	-5	10	-20	-2.1	-2	-1	2	-4
COc1ccc(NC(=O)c2ccc(NC(=O)COC(=O)c3cnc(C)cn3)cc2)cc1	3	7	-8	4	1.0	0	0	-6	-2
COc1ccc(C(C(=O)NC2CCCC2)N(CCC(C)C)C(=O)CCC(=O)Nc2cc(C)on2)cc1 (stereo not drawn)	-7	2	-9	3	-0.7	-4	4	1	4
Cc1nn(C(C)C(=O)NCCc2cccs2)c(=O)c2nn(-c3ccccc3)c(C)c12 (stereo not drawn)	4	-2	-13	-14	-1.0	-7	13	-3	-4
COc1ccc(-c2c(C#Cc3ccsc3)c3cc(Br)ccc3n2C)cc1	7	3	20	5	-0.9	0	2	12	14
Cc1occc1C(=O)NNC(=O)Cc1ccccc1	3	-3	18	-11	-1.1	2	11	2	1
CCOC(=O)C1=C(C)NC(=O)CC1c1ccccc1OC (stereo not drawn)	3	18	17	5	-0.3	-8	0	5	4

Given with bars between the fields: 2 of the compounds above
smiles | M4 PAM | CRFBP-R2 block | M1 PAM parental | TAAR1 antag | CRFR2-BP ag | CHRM5 agonist | TAAR1 agonist | CHRM5 PAM | CHRM5 antagonist
O=C(Cc1n[nH]c(=O)c2ccccc12)N1CCN(c2ccc(F)cc2)CC1 | 1 | 16 | -2 | -12 | -1.1 | 0 | 9 | -1 | 6
Cc1occc1C(=O)NNC(=O)Cc1ccccc1 | 3 | -3 | 18 | -11 | -1.1 | 2 | 11 | 2 | 1

Entries listed so far marked active in CHRM5 antagonist.
Molecule | M4 PAM | CRFBP-R2 block | CRFR2-BP ag | CHRM5 agonist | CHRM5 PAM | CHRM5 antagonist
CC(O)[C@H]1CNC(=O)C(=O)N1CCc1cc(C(F)(F)F)cc(C(F)(F)F)c1 (stereo partly drawn) | 3 | 7 | -0.9 | -5 | -17 | 42*

Additional records
SMILES	M4 PAM	CRFBP-R2 block	M1 PAM parental	TAAR1 antag	CRFR2-BP ag	CHRM5 agonist	TAAR1 agonist	CHRM5 PAM	CHRM5 antagonist
O=C(Cn1c(NCCCCl)nc2ccccc21)c1ccccc1	-3	0	14	3	0.0	-4	13	2	11
Cc1nc2cc(-c3cccc(F)c3)nn2c(C)c1CCC(=O)N1CCN(c2ccccn2)CC1	0	3	7	1	1.4	2	-1	-5	-1
Cc1ccc(OCC(=O)N2CCc3ccccc3C2)c(Br)c1	-5	1	-6	-7	-1.3	-5	6	-2	1
Nc1c(-c2cccs2)cnn1-c1nc(-c2ccc(F)cc2)cs1	15	-50	14	6	7.1	0	4	3	3
CCC(=O)N[C@@H]1CC(C(C)(C)NC(=O)CC)CC=C1C (stereo partly drawn)	5	-1	18	11	-0.6	0	1	0	3
CC(=O)Nc1ccc(NS(=O)(=O)c2ccc(OC(C)C(=O)N3CCOCC3)cc2)cc1 (stereo not drawn)	5	-2	-4	-4	2.8	5	1	1	-3
COc1cccc2cc(C(=O)Nc3ccccc3Cl)/c(=N/NS(=O)(=O)c3ccccc3)oc12	1	15	14	-5	1.8	-3	0	7	9
O=C(NCc1ccccc1)[C@H]1C[C@@H]1[C@H](NP(=O)(c1ccccc1)c1ccccc1)c1ccccc1	-7	2	13	22	-1.0	-3	8	-2	6
O=C(Nc1ccnc(-c2cccnc2)n1)c1ccc(Cl)cc1	4	12	-7	7	-0.5	-2	15	1	0
O=C1CN(C(=O)COC(=O)c2ccco2)c2ccccc2N1	7	0	8	-23	0.6	-2	3	-1	4

Rows were taken by chance (roughly 4.2% active in at least one column).
